From PubChem BioAssay
Dengue-2 NS5 capping = Dengue-2 NS5 methyltransferase inhibitors, primary screen, biochemical, confirmation dose response (AID 588689); Dengue-2 NS5 methyltransferase capping enzyme assay, biochemical; higher % means a stronger effect; inhibition, % at 25 µM; hits with a dose series show IC50 in µM; 340,000 tested, 0.3% active; Genome polyprotein (Dengue virus type 2 (strain 16681-PDK53)); in the data active = a potency from the dose series
Numbers without * were called inactive. This is a subset; rates above refer to the full screens.

entry | Dengue-2 NS5 capping | SMILES
1 | 6% | Oc1ccc(C=NNC(=S)Nc2ccccc2)nc1
2 | -1% | CCCOc1ccc(/C=C/C(=O)N2CCN(C(=O)c3ccco3)CC2)cc1OC
3 | -1% | CCCCN(C(=O)CC1CCCC1)c1c(N)n(Cc2ccccc2)c(=O)[nH]c1=O
4 | 6% | C#CCOc1ccc(CNC[C@H]2O[C@@H](n3ccc(N)nc3=O)[C@H](O)[C@@H]2O)cc1
5 | 2% | CC(C)(C)c1ccc(S(=O)(=O)NCCN2CCOCC2)cc1
6 | 7% | COc1ccccc1C(=O)N/C(=C\c1cn(C)c2ccccc12)C(=O)NCCN1CCOCC1
7 | 2% | C[C@@H]1ON(C)[C@H]2C[C@H]3c4[nH]c5ccccc5c4CCN3C[C@@H]12
8 | 3% | Clc1ccc(-c2nc3ccc(Br)cn3c2Cc2ccccc2)cc1
9 | -1% | COC(=O)c1c(NC(=O)C2COc3ccccc3O2)sc2c1CCN(C(=O)OC)C2 (configuration not stated)
10 | 37% | NNc1ccc([N+](=O)[O-])c2[nH][nH]c(=O)c12
11 | -6% | COc1cc(NC(=O)CCc2c(C)noc2C)c(C(=O)O)cc1OC
12 | 2% | O=[N+]([O-])c1cc(Br)c2c(c1)CCN2
13 | -2% | Cc1cccc(S(=O)(=O)N(C)C[C@H]2OCc3cnnn3CCCC(=O)N([C@H](C)CO)C[C@@H]2C)c1
14 | -1% | C[C@H]1CN([C@@H](C)CO)S(=O)(=O)c2ccc(Br)cc2O[C@H]1CN(C)C(=O)c1cccc(F)c1
15 | 3% | NC(=O)C(NN=C(c1ccccc1)c1ccccc1)c1ccccc1 (configuration not stated)
16 | 7% | COc1ccc(C(=O)N2CCCC(CO)C2)cc1OC1CCN(C(C)C)CC1 (configuration not stated)
17 | 2% | C[C@@H]1CCCCO[C@@H](CN(C)C(=O)C2CCCCC2)[C@@H](C)CN([C@H](C)CO)C(=O)c2cc(NC(=O)NC3CCCCC3)ccc2O1
18 | -11% | COc1ccc(C=CC(=O)c2ccc(OCc3ccccc3)c(OC)c2)cc1OC
19 | -2% | O=C(CCc1nc2sc3c(c2c(=O)[nH]1)CCCC3)NCCc1ccc(Cl)cc1
20 | -3% | C[C@H]1CN([C@@H](C)CO)C(=O)CCCn2cc(nn2)CO[C@@H]1CN(C)S(=O)(=O)c1cccs1

An excerpt from above in order of heavy-atom count, smallest number first:
entry | Dengue-2 NS5 capping | SMILES
10 | 37% | NNc1ccc([N+](=O)[O-])c2[nH][nH]c(=O)c12
1 | 6% | Oc1ccc(C=NNC(=S)Nc2ccccc2)nc1
5 | 2% | CC(C)(C)c1ccc(S(=O)(=O)NCCN2CCOCC2)cc1
8 | 3% | Clc1ccc(-c2nc3ccc(Br)cn3c2Cc2ccccc2)cc1
9 | -1% | COC(=O)c1c(NC(=O)C2COc3ccccc3O2)sc2c1CCN(C(=O)OC)C2 (configuration not stated)
14 | -1% | C[C@H]1CN([C@@H](C)CO)S(=O)(=O)c2ccc(Br)cc2O[C@H]1CN(C)C(=O)c1cccc(F)c1

The listing continues.
entry | Dengue-2 NS5 capping | SMILES
21 | -7% | COc1ccc(-c2cc3nc(C)cc(N4CCN(C(=O)c5cccnc5)CC4)n3n2)cc1
22 | 4% | CCCCN(C(=O)COc1ccc(F)cc1)c1c(N)n(CC(C)C)c(=O)[nH]c1=O
23 | -6% | C[C@H]1NS(=O)(=O)c2cc(Cl)ccc2O[C@@H]1c1ccccc1
24 | -2% | COc1ccc(NC(=O)N(C)[C@H]2C[C@H]3c4[nH]c5ccc(-c6cccc(C)c6)cc5c4CCN3C[C@H]2[C@H](C)O)cc1
25 | -1% | COc1ccc(CN(C)C[C@@H]2OCCCC[C@H](C)Oc3ccc(NC(=O)Cc4ccccc4)cc3C(=O)N([C@@H](C)CO)C[C@@H]2C)cc1
26 | 3% | N#CC(c1cccc([N+](=O)[O-])c1)C(CC(=O)c1ccccc1)c1ccccc1 (configuration not stated)
27 | -4% | CCOC(=O)c1ccccc1NC(=O)COC(=O)C(CC)Oc1ccccc1 (configuration not stated)
28 | 0% | CCOc1ccccc1NC(=O)COC(=O)C1COc2ccccc2O1 (configuration not stated)
29 | 1% | O=C1Nc2cc(C(=O)N3CCOCC3)ccc2S/C1=C/c1ccccc1F
30 | 2% | COc1cc(C(=O)NCCNc2nc3c(C)cccc3cc2C#N)cc(OC)c1OC
31 | -6% | C[C@@H]1CCCCO[C@H](CN(C)S(=O)(=O)c2ccccc2)[C@@H](C)CN([C@H](C)CO)C(=O)c2cc(NC(=O)Cc3ccccc3)ccc2O1
32 | -4% | c1cncc(C2SCCCS2)c1
33 | -2% | Cc1cc(Nc2ccc(F)cc2)c2ccccc2n1
34 | 4% | Nc1ccc(S(=O)(=O)Nc2nccc(/C=C/c3cccc([N+](=O)[O-])c3)n2)cc1
35 | -2% | Cc1ccccc1OCC(=O)OCC(=O)NC12CC3CC(CC(C3)C1)C2
36 | -4% | O=C(COC(=O)CSc1ccc(F)cc1)NC1CC1
37 | 1% | CC(C)CN(C(=O)CN(C)C(=O)Cc1c(F)cccc1Cl)c1c(N)n(CC(C)C)c(=O)[nH]c1=O
38 | 0% | O=C(NCC(=O)N1CCC(Cc2ccccc2)CC1)c1ccccc1F
39 | -6% | C[C@H](CO)N1C[C@H](C)[C@@H](CN(C)Cc2ccc(F)cc2)Oc2ncc(Br)cc2C1=O
40 | -1% | Cc1cccc(C(O)c2cnc(C)n2Cc2ccccc2)c1 (configuration not stated)

Following part
entry | Dengue-2 NS5 capping | SMILES
41 | -9% | CCOC(=O)CCCCCC(=O)Nc1ccc2c(c1)C(=O)N([C@@H](C)CO)C[C@@H](C)[C@H](CN(C)C(=O)c1ccncc1)OCCCC[C@H](C)O2
42 | -4% | CC1(C)CC(=O)C=C(c2ccc(-c3ccc(OC(F)(F)F)cc3)cc2)C1=O
43 | -12% | C[C@@H]1CN([C@@H](C)CO)C(=O)CCCn2nncc2CO[C@H]1CN(C)S(=O)(=O)c1cn(C)cn1
44 | 2% | Cc1ccc(S(=O)(=O)NNC(=O)C23CCC(CC2)C3)cc1
45 | -2% | Cc1ccn2c(C(C)O)nnc2c1 (configuration not stated)
46 | 6% | O=C(c1ccc(CNS(=O)(=O)c2ccc(F)cc2)cc1)N1CCCCCC1
47 | -1% | CC(C)CN(C(=O)COC(=O)CCSc1ccc(Cl)cc1)c1c(N)n(Cc2ccccc2)c(=O)[nH]c1=O
48 | -3% | O=C(OCc1cn([C@@H]2CN(C(=O)c3cccs3)[C@@H](c3ccc(Cl)cc3)C[C@H]2O)nn1)c1ccccc1
49 | 0% | CC(C)C(=O)Nc1cccc(S(=O)(=O)NC2=NCCC2)c1
50 | 27% | O=C1c2ccccc2C(=Cc2cccnc2)c2ccccc21
51 | -1% | C[C@@H]1CN([C@H](C)CO)C(=O)CCCn2cc(nn2)CO[C@H]1CN(C)C(=O)Cc1ccccc1
52 | -2% | C[C@H](CO)N1C[C@H](C)[C@H](CN(C)C(=O)Nc2ccc(C(F)(F)F)cc2)OCc2cnnn2CCCC1=O
53 | -3% | COc1ccc(C(=O)OCC(=O)N2c3ccccc3CC2C)cc1S(=O)(=O)N1CCOCC1 (configuration not stated)
54 | 2% | CCOC(=O)N1CCN(C(=O)C2CCC(=O)N(Cc3ccccc3OC)C2)CC1 (configuration not stated)
55 | -9% | NC(=O)c1ccc(NC(=O)COC(=O)CCC2CCCC2)cc1
56 | -7% | Cc1[nH]c2ccccc2c1C(=O)C(=O)NCc1nnnn1-c1ccc(F)cc1
57 | 6% | O=C(CCNC(=O)N1CC(=O)Nc2ccccc21)NCc1ccc(Cl)cc1
58 | -1% | Cc1ccc(NC(=O)c2cc(S(=O)(=O)NCC3CCCO3)ccc2F)cc1 (configuration not stated)
59 | -2% | O=C(Oc1ccc[nH]c1=O)c1ccccc1
60 | -3% | COc1ccc(OC)c(S(=O)(=O)Nc2ccc3c(c2)OCCO3)c1

Some of these compounds in order of the Dengue-2 NS5 capping value, high to low:
entry | Dengue-2 NS5 capping | SMILES
50 | 27% | O=C1c2ccccc2C(=Cc2cccnc2)c2ccccc21
46 | 6% | O=C(c1ccc(CNS(=O)(=O)c2ccc(F)cc2)cc1)N1CCCCCC1
54 | 2% | CCOC(=O)N1CCN(C(=O)C2CCC(=O)N(Cc3ccccc3OC)C2)CC1 (configuration not stated)

Other results:
entry | Dengue-2 NS5 capping | SMILES
61 | 1% | S=c1[nH]ncn1/N=C/c1ccco1
62 | -2% | CCCC1NC(=O)c2cccnc2-n2c1nc1ccc(C)cc1c2=O (configuration not stated)
63 | -5% | O=C(Cn1cnc([N+](=O)[O-])c1)Nc1ccc(Cl)cc1Cl
64 | 1% | C[C@@H]1CN([C@@H](C)CO)C(=O)c2cc(C#Cc3cccc(F)c3)cnc2O[C@@H]1CN(C)CC1CCOCC1
65 | -5% | CCCN1C(=O)C(=O)N(CC(=O)N2c3ccccc3NC(=O)CC2C)C1=O (configuration not stated)
66 | -6% | Cc1cn([C@H]2C[C@H](O)[C@@H](CNC/C=C/c3ccccc3[N+](=O)[O-])O2)c(=O)[nH]c1=O
67 | -6% | CC(C)NC(=O)Nc1ccc2c(c1)C(=O)N([C@H](C)CO)C[C@H](C)[C@@H](CN(C)Cc1ccc(C(F)(F)F)cc1)OCCCC[C@@H](C)O2
68 | 0% | C[C@@H]1CN([C@@H](C)CO)S(=O)(=O)c2ccc(Br)cc2O[C@@H]1CN(C)C(=O)NC1CCCCC1
69 | -1% | Cc1ccc(NC(=O)COC(=O)Cc2c[nH]c3ccccc23)cc1
70 | -7% | CNC[C@@H]1OCc2ccccc2-c2c(n(C)c3ccccc23)C(=O)N([C@H](C)CO)C[C@H]1C
71 | -7% | C[C@@H]1CN([C@H](C)CO)C(=O)c2cc(Br)cnc2O[C@H]1CN(C)C(=O)Cc1ccncc1
72 | 1% | CC1(C)NC(=O)N(CCC(=O)Nc2ccc(C(C)(C)C)cc2)C1=O
73 | 1% | O=C(CNC(=O)c1cccc(-n2cccc2)c1)Nc1ccccc1Br
74 | -2% | CCCN(C(=O)CSCc1ccc(C)cc1)c1c(N)n(Cc2ccccc2)c(=O)[nH]c1=O
75 | 3% | CN1CCN(c2ccc(S(=O)(=O)N3CCCCC3)cc2NC(=O)CSC(C)(C)C)CC1
76 | 3% | CC(C)NC(=O)N(C)C[C@H]1OCc2cnnn2CCCC(=O)N([C@@H](C)CO)C[C@H]1C
77 | 5% | O=C(c1cnc(Cl)c(Cl)c1)N1CCN(S(=O)(=O)c2cccs2)CC1
78 | -3% | COc1cc(C(=O)OCC(=O)Nc2ccccc2)cc2c1OCCO2
79 | 5% | O=C(c1ccc([N+](=O)[O-])s1)N1CCN(c2ncccn2)CC1
80 | 1% | O=C(c1cccs1)N1C[C@H](O)[C@@H](n2cc(C3CC3)nn2)C[C@@H]1c1ccccc1

Continuation.
entry | Dengue-2 NS5 capping | SMILES
81 | -1% | Cc1ccc(S(=O)(=O)N(C)C)cc1NC(=O)COC(=O)c1cccs1
82 | -5% | COC(=O)c1ccc(-c2nc(CN3CCN(C(=O)c4ccco4)CC3)c(C)o2)cc1
83 | 5% | CSc1ncnc2c1ncn2CCCNCc1ccccn1
84 | -5% | CC1=C(C(=O)N(C(C)C)C(C)C)CC(CC(=O)NCCCCc2ccccc2)C(=O)N1Cc1ccccc1 (configuration not stated)
85 | -2% | O=C(OCc1ccccc1)N1CCC2CC1c1ccc(-c3ccc4c(c3)OCO4)cc12 (configuration not stated)
86 | -6% | CCn1c(SCC(=O)N2CCCCC2)nc2c([nH]c3ccccc32)c1=O
87 | -5% | C[C@@H]1CN([C@@H](C)CO)C(=O)c2cc(Br)cnc2O[C@H]1CN(C)C(=O)Cc1cccnc1
88 | 2% | COCCCN1C(=O)C(CC(=O)NCc2cccc3ccccc23)CC(C(=O)N(C)C)=C1C (configuration not stated)
89 | 3% | C[C@H](CO)N1C[C@H](C)[C@@H](CN(C)S(=O)(=O)c2cccs2)OCc2cnnn2CCCC1=O
90 | -4% | Cc1ccc([C@H]2N[C@]3(CCCN(Cc4ccc(Br)cc4)C3=O)[C@H]3C(=O)N(C)C(=O)[C@@H]23)cc1
91 | -9% | C[C@H](CO)N1C[C@H](C)[C@H](CN(C)S(=O)(=O)c2ccc(F)cc2)Oc2ncc(Br)cc2C1=O
92 | 1% | Cc1ccc([C@@H]2C[C@H]3[C@@H](CN2S(=O)(=O)c2ccc(C)cc2)C(=O)C[C@@H](c2ccc(Cl)cc2)N3S(=O)(=O)c2ccc(C)cc2)cc1
93 | -6% | COc1cccc(C2=NN(C(=O)C3CC3)C(O)(C(F)(F)F)C2)c1 (configuration not stated)
94 | 3% | O=C(CC1CCCC1)N1CCN(S(=O)(=O)c2c(F)cccc2F)CC1
95 | 1% | COc1ccc(CN2C(=O)C(CC(=O)NC(c3ccccc3)c3ccccc3)CC(C(=O)N(C(C)C)C(C)C)=C2C)cc1 (configuration not stated)
96 | 5% | COc1ccc(S(=O)(=O)N(C)C[C@H]2OCCCC[C@@H](C)Oc3ccc(N(C)C)cc3C(=O)N([C@H](C)CO)C[C@@H]2C)cc1
97 | 4% | CC1=C(C(=O)N(C)C)CC(CC(=O)NC2CCCC2)C(=O)N1Cc1ccccc1 (configuration not stated)
98 | 1% | CCc1nnc(NC(=O)CSc2nnc(CNC(=O)c3ccccc3)o2)s1
99 | -2% | CCCCn1c(N)c(N(CCC(C)C)C(=O)CSc2nc3ccccc3s2)c(=O)[nH]c1=O
100 | 1% | COc1ccc(NC(=O)C[C@H]2C(=O)N(Cc3ccccc3)C[C@@H]2C)cc1

Next section:
entry | Dengue-2 NS5 capping | SMILES
101 | -1% | CCCCc1ccc(-c2nn[nH]n2)nc1
102 | 0% | Cc1cc(-c2nnn(CCCOC(C)(C)C)c2C)ccc1-c1cn(CCCOC(C)(C)C)nn1
103 | -8% | COc1cc(Cl)c(C)cc1NC(=O)CN1CCN(C(=O)c2cccs2)CC1
104 | -2% | COc1cc(S(=O)(=O)N2CCN(C(=O)c3cccs3)CC2)ccc1NC(C)=O
